Assay outcomes from PubChem BioAssay.
MrgX1 ag: activates human MrgX1 receptor signaling; B-score at 10 µM; MrgX1-HEK293 cells, Fluo-4 calcium fluorescence, agonist mode; hits give high values; 310,000 tested, 0.44% active; Q96LB2;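 active means calcium response B-score plate-corrected fluorescence ratio at least 3 library SD, with starting fluorescence B-score inside 5 SD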
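Material – MrgX1-expressing HEK293 cells · Input – 15,000 cells seeded per well · Dosing – compound as first of three additions · Times – overnight seeding, then 1 h dark dye loading · Measured by – kinetic Fluo-4 NW fluorescence of intracellular calcium · Read-out – B-scored fluorescence response ratio · Benchmarks – positive and negative control wells on each plate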
TRPC4 potent: allosteric potentiators of mouse TRPC4 channel | Q9QUQ5 | HEK293 TRPC4beta/mu-opioid, DAMGO EC20, Fluo-4 Ca2+ flux; hits give high values | B-score at 10 µM | 310,000 tested, 0.42% active;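 active means B-score of calcium response area above 5 SD of library B-scores, with initial fluorescence ratio within 5 SD of library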;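 further: B-score of integrated fluorescence ratio over time as area under calcium response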
TRPC6 activator: activators of mouse TRPC6 channel; B-score at 10 µM; HEK293-TRPC6 membrane potential dye fluorescence; hits give high values; Q61143; 310,000 tested, 0.13% active;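 active means B-score of the integrated fluorescence ratio above library mean plus 3 SD, and starting fluorescence ratio within library mean plus 5 SD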;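 further: higher score means more depolarization so channel activation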
Target sequence (Q61143 whole entry, looked up): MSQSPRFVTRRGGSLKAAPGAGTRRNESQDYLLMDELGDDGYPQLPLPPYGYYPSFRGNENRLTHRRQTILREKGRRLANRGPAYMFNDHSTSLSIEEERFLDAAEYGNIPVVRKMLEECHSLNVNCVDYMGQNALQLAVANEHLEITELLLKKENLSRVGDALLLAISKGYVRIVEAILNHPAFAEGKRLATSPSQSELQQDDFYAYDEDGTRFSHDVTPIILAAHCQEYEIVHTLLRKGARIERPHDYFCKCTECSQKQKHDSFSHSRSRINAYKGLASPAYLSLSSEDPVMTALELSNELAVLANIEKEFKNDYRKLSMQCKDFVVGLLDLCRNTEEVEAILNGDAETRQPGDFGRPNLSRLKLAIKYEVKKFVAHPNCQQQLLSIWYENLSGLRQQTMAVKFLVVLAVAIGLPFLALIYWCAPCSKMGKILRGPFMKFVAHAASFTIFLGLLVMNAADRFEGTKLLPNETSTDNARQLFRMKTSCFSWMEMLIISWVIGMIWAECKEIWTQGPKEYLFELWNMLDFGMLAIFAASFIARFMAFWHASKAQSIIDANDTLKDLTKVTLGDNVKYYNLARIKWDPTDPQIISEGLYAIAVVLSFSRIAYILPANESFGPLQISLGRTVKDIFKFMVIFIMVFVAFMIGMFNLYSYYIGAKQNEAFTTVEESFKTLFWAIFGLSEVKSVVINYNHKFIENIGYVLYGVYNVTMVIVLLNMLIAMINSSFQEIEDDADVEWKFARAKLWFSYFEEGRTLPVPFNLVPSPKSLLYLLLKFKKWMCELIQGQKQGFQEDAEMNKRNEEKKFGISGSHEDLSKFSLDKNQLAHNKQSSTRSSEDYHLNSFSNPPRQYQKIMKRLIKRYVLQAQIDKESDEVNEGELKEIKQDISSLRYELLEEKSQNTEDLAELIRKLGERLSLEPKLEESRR
ANO1 block: blocks the mouse calcium-activated chloride channel TMEM16A. Q8BHY3. HEK293 TMEM16A/YFP iodide influx fluorescence, ionomycin. normalized B-score (activity score, 25-100; higher = stronger inhibition) at 10 µM. 310,000 tested, 1.2% active. AID 588511;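 active means ratio plate-corrected score three or more library SD toward inhibition, starting fluorescence score within five deviations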;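 further: score derived from kinetic fluorescence span divided by baseline fluorescence per well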
TRPC6 inhibitor: mouse TRPC6 channel inhibition; HEK293-TRPC6, membrane potential dye, ACh-evoked depolarization; hits give low values; B-score at 10 µM; 310,000 tested, 1.1% active; AID 2553;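 active means B-score under library mean minus 3 SD, initial fluorescence not abnormally high, positive integrated signal ratio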;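 further: B-score derived from integrated fluorescence ratio over the kinetic read; more negative B-score means stronger inhibition of depolarization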
TRPC4 act: opens the mouse TRPC4 cation channel; Q9QUQ5; HEK293 TRPC4beta/mu-opioid, Fluo4 calcium fluorescence; hits give high values; B-score at 10 µM; 310,000 tested, 0.49% active; AID 2237;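 active means B-score above 5 SD of library B-scores, and initial fluorescence ratio not above library mean plus 5 SD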;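 further: positive B-score marks a calcium rise read as TRPC4 activation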
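system = HEK293 cells stably co-expressing mouse TRPC4beta and mu-opioid receptor | schedule = Fluo4 dye loading 45 min at room temperature, 110 s recording | measure = B-scored integrated calcium fluorescence ratio | signal = Fluo4 calcium-sensitive dye fluorescence, kinetic, 1 Hz baseline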
MrgX1 allo act: human MrgX1 positive allosteric modulation, primary screen | AID 588675 | B-score at 10 µM | MrgX1-HEK293, Fluo-4 calcium flux, FDSS; hits give high values | 310,000 tested, 0.63% active | Q96LB2;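 active means plate-corrected calcium response at least 3 library SD above typical, normal starting fluorescence, not activating the receptor alone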;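 further: compound read alongside a low EC10 to EC30 dose of BAM8-22 agonist; peak minus trough fluorescence over baseline measured at the second addition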
TRPC4 block: TRPC4 (mouse) channel inhibition; HEK293 TRPC4beta/mu-opioid, DAMGO-evoked Fluo4 calcium flux; hits give low values; Q9QUQ5; 300,000 tested, 0.39% active; AID 2247; B-score at 10 µM;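 active means B-score over 3 SD under the library average, no early fluorescence shift, positive overall ratio signal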
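Material: HEK293 cells with stable TRPC4beta plus mu-opioid receptor expression; probe or stimulus: DAMGO in two steps, submaximal then maximal; technique: Fluo4 calcium fluorescence by kinetic imaging, 5 s 1 Hz baseline; measure: integrated fluorescence ratio relative to baseline, converted to per-well B score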
MrgX1 antagonist: blocks BAM8-22 activation of human MrgX1 receptor; Q96LB2; MRGX1-HEK293 calcium flux, Fluo-4, BAM8-22 antagonism; hits give low values; B-score at 10 µM; 310,000 tested, 1.3% active;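 active means calcium-response B-score plate-corrected more than 3 library SD below zero, starting fluorescence within 5 deviations, no agonist response on first addition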;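 further: peak minus trough fluorescence over baseline after final BAM8-22 challenge near maximal dose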
ANO1 activ: activates or potentiates the mouse TMEM16A chloride channel; HEK293 TMEM16A/YFP-H148Q/I152L, iodide quench fluorescence; hits give low values; 340,000 tested, 0.3% active; B-score at 10 µM; Q8BHY3;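 active means fluorescence-ratio B-score plate-corrected deviation score at least 3 library SD below zero, with starting fluorescence score within 5 deviations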;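 further: channel opened by trigger with iodide after compound preincubation; score built on the fluorescence ratio of max minus min over baseline; more negative score means more quench and so TMEM16A activation or potentiation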
SKKanGAS inh: inhibitors of SKKanGAS S. pyogenes growth in kanamycin (SK-promoter or general growth effect); AID 1662; 300,000 tested, 1.3% active; BacTiter-Glo, 6 h; inhibition, % at 7.5 µM;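 active means mean replicate score, as percent of positive control median, at least 50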;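 further: strain carries kanamycin resistance gene driven by streptokinase promoter and grows in 40 µg/ml kanamycin; loss of luminescence reflects streptokinase promoter inhibition or plain growth inhibition; 0% = median of DMSO wells and 100% = positive control at its reference dose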
Active calls of the source: *; i = inactive; x = no result given. Compounds were not picked by outcome. Share with any hit: about 6.7%.

The line under a structure holds: MrgX1 ag	TRPC4 potent	TRPC6 activator	ANO1 block	TRPC6 inhibitor	TRPC4 act	MrgX1 allo act	TRPC4 block	MrgX1 antagonist	ANO1 activ	SKKanGAS inh
c1ccc(-c2noc(CN3CCN(C(c4ccccc4)c4ccccc4)CC3)n2)cc1
  i	i	i	i	i	i	i	i	i	i	-4.1
O=C1CC(=O)Nc2cc(S(=O)(=O)N3CCOc4ccc(Cl)cc43)ccc2N1
  i	i	i	i	i	i	i	i	i	i	-9.0
COC(=O)c1ccc(-c2ccc(C(=O)N3CCCN(C)CC3)cc2)cc1
  x	i	i	x	i	i	x	i	x	x	-3.9
Cc1ccc(-c2nn3c(C)nnc3c3ccccc23)cc1S(=O)(=O)NCc1ccccc1
  i	i	i	i	i	i	i	i	i	i	4.3
CCCOC(=O)/C(=C\C=C\c1ccco1)NC(=O)c1ccccc1
  i	i	i	i	i	i	i	i	i	i	4.5
CCC1(c2ccc(F)cc2)NC(=O)N(CC(=O)c2cc(C)n(C3CC3)c2C)C1=O (stereo not given)
  i	16*	i	i	i	54*	i	i	-6.26*	i	16.4
Cc1ccc(C(C(=O)NCc2ccco2)N(C(=O)CNC(=O)c2cccs2)c2c(C)cc(C)cc2C)cc1 (stereo not given)
  i	i	i	i	i	i	i	i	i	i	7.8
O=C(Nc1ccc(S(=O)(=O)N2CCCC2)cc1)N1c2ccccc2Sc2ccccc21
  i	i	i	i	i	i	i	i	i	i	11.0
Cc1c(C(=O)N2CCC(Cc3ccccc3)CC2)sc2ncnc(N3CCC(C)CC3)c12
  i	i	i	i	i	i	i	i	i	i	55.8*
O=C(/C=C/c1cccc2ccccc12)NCCC1=CCCCC1
  i	i	i	i	i	i	i	i	i	i	0.0
CCOC(=O)c1ccc(NS(=O)(=O)c2cc(C)ccc2OC)cc1
  i	i	i	i	i	i	i	i	i	i	1.1
CN(CC(=O)Nc1ccccc1)CC(=O)Nc1ccccc1Cl
  i	i	i	i	i	i	i	i	i	i	-5.7
CCCCNC(=O)/C(C#N)=C/c1ccc(F)cc1F
  i	27*	i	i	i	i	i	i	i	i	1.9
CCOC(=O)C1(Cc2cccc(OC)c2)CCCN(C(=O)CSC)C1 (stereo not given)
  i	i	i	i	i	i	i	i	i	i	-0.1
CCOc1cc(NC(=S)NCc2ccco2)c(OCC)cc1NC(C)=O
  i	i	i	i	i	i	i	i	i	i	10.7
O=C(N/N=C/c1cccs1)C1COc2ccccc2O1 (stereo not given)
  i	i	i	i	i	i	i	i	i	i	-7.3
O=C1CCCN1CCNC(=S)Nc1ccccc1
  i	i	i	i	i	i	i	i	i	i	-1.5
Cc1cccc(C(=O)NNc2ncnc3c2cnn3C)c1
  i	i	i	i	i	i	i	i	i	i	0.0
O=c1oc(-c2ccccc2)cc(Cl)c1Cl
  i	i	i	i	i	i	i	i	i	i	4.3
O=S(=O)(c1ccccc1)N1CCN(c2ncccn2)CC1
  i	i	i	i	i	i	i	i	i	i	4.5
Cc1ccc(C(=O)N(CN2CCCC2=O)c2ccccc2)cc1C
  i	i	i	i	i	i	i	i	i	i	0.5
O=C(N/N=C/c1ccco1)c1cnccn1
  i	i	i	i	i	i	i	i	i	i	-3.1
CC(C)COc1ccc2[nH]c3c(c2c1)CCCC3=O
  i	i	i	i	i	i	i	i	i	i	-11.4
CCOc1cc(C=O)cc(N=Nc2cccc([N+](=O)[O-])c2)c1O
  i	i	i	i	i	i	i	i	i	i	2.4
O=C(O)CCN1CCc2ccccc2C1c1ccncc1 (stereo not given)
  i	i	i	i	i	i	i	i	i	i	0.0
O=[N+]([O-])/C(=C\Nc1ccccc1Cl)S(=O)(=O)c1ccccc1
  i	x	x	i	x	x	i	x	i	i	x
COP(=O)(OC)C(Nc1ccc(C)cc1)c1ccc([N+](=O)[O-])cc1 (stereo not given)
  i	i	i	i	i	i	i	i	i	i	0.7
O=C(Oc1ccc2ccc(=O)oc2c1)c1cccs1
  i	i	i	i	i	i	i	i	i	i	0.6
O=C(OCC(=O)N1CCCC1)c1ccc(NS(=O)(=O)c2cccs2)cc1O
  i	i	i	i	i	i	i	i	i	i	-1.6
O=C(COC(=O)C1CCC(N2C(=O)C3C4CCC(C4)C3C2=O)CC1)c1ccc(F)cc1 (stereo not given)
  i	i	i	i	i	i	i	i	i	i	0.4
O=C(O)/C=C\c1ccccc1Oc1cccc(Cl)c1
  i	i	i	i	i	i	i	i	i	i	-14.9
CN(C)/C=C(\C#N)C(=O)c1cccnc1Oc1ccc(F)cc1F
  i	i	i	i	i	i	i	i	i	i	-0.7
COc1ccc(CCNC(=O)C2CC3Cn4c(nc5cc6ccccc6cc54)C3N2C)cc1 (stereo not given)
  i	i	i	i	i	i	i	i	i	i	10.8
CCOC(=O)C1=C(c2ccccc2)N2CCS(=O)(=O)N=C2S1
  i	i	i	i	i	i	i	i	i	i	10.6
CCNC(=O)CC1C(=O)N(c2ccc(F)cc2)C(=O)N1Cc1ccccn1 (stereo not given)
  i	i	i	100*	i	i	i	i	i	i	4.9
O=S1(=O)N=C(N(CCO)/N=C/c2ccncc2)c2ccccc21
  i	i	i	i	i	i	i	i	i	i	14.2
COCCn1c(=S)[nH]c2cc(C(=O)N(CCO)Cc3ccccc3)ccc2c1=O
  i	i	i	i	i	i	i	i	i	i	3.1
COc1ccc(/C=N/n2cnn(Cc3ccccc3Cl)c2=S)cc1
  i	i	i	i	i	i	i	i	i	i	-2.0
O=C1/C(=C\c2ccsc2)NC(=S)N1c1ccccc1
  i	i	i	i	i	i	i	i	i	i	5.5
CCOc1ccc(N2C(=O)CC(SCc3nc4ccccc4[nH]3)C2=O)cc1 (stereo not given)
  i	i	i	i	i	i	i	i	i	i	3.2
O=C(O)/C=C/C(=O)Nc1cccc(C(F)(F)F)c1
  i	i	i	i	i	i	i	i	i	i	7.8
COc1ccc(N/C=C(\C(C)=O)c2ccc(OC)c(OC)c2)cc1OC
  i	i	i	i	i	i	i	i	i	i	-6.6
O=C(COC(=O)/C=C/c1ccc(Cl)cc1)Nc1ccc2[nH]c(=O)[nH]c2c1
  i	i	i	i	i	i	i	i	i	i	-0.9
CCN(CC(=O)N1CCCCCC1)S(=O)(=O)c1ccc(Cl)cc1
  i	i	i	i	i	i	i	i	i	i	-1.8
O=C(Nc1ccc(C(=O)N2CCOCC2)cc1)Nc1cccc2ccccc12
  i	i	i	i	i	i	i	i	i	i	11.2
CCC(C)Sc1cc(C)c(C#N)c2nc3ccccc3n12 (stereo not given)
  i	i	i	i	i	i	i	i	i	i	43.0
CCCOc1ccc(C(=O)NC(=S)NNC(=O)c2c(-c3ccccc3)noc2C)cc1
  105*	i	i	100*	i	194*	i	i	i	i	100.3*
O=C(CN1CCc2ccccc2C1)Nc1cccc(S(=O)(=O)N2CCCC2)c1
  i	i	i	i	i	i	i	i	i	i	0.5
COc1cc(C(=S)N2CCCC2)cc(Cl)c1O
  i	i	i	i	i	i	i	i	i	i	-2.9
CC(=O)SC1CC2=CC(=O)CCC2(C)C2CCC3(C)C(CCC34CCC(=O)O4)C12 (stereo not given)
  i	i	i	i	i	i	i	i	i	i	-7.4
Cc1cc(O)c(C(C)C)cc1NC(=O)Nc1cccc2ccccc12
  i	i	i	i	i	i	i	i	i	i	-22.7
CN1CCN(S(=O)(=O)c2ccc(NC(=O)Cc3ccc([N+](=O)[O-])cc3)cc2)CC1
  i	i	i	i	i	i	i	i	i	i	-2.7
O=C(c1ccc2[nH]c(=O)c(=O)[nH]c2c1)N1CCN(c2ccccc2)CC1
  i	i	i	i	i	i	i	i	i	i	-9.7
O=C(Nc1nc(-c2ccc(F)cc2)cs1)c1ccc(N2C(=O)CCC2=O)cc1
  i	i	i	i	i	i	i	i	i	i	0.6
CCOC(=O)C(NCc1ccccn1)(NC(=O)c1cccnc1)C(F)(F)F (stereo not given)
  i	x	x	i	x	x	i	x	i	i	-2.3
CCCCCCCCN1[C@@H](CC(=O)O)c2cc(C(F)(F)F)ccc2S1(=O)=O
  i	i	i	i	i	i	i	x	i	i	7.5
CCN(CC)S(=O)(=O)c1ccc(C)c(NC(=O)CSc2ncc(C(F)(F)F)cc2Cl)c1
  i	i	i	i	i	i	i	i	i	i	2.8
CSc1ccc(C(=S)N2CCCCCC2)cc1
  i	i	i	i	i	i	i	i	i	i	5.1
c1ccc(Cn2nnnc2C(c2ccccn2)N2CCN(c3ccccc3)CC2)cc1 (stereo not given)
  i	i	i	i	i	i	i	i	i	i	-2.4
Cc1ccc2occ(C(=O)c3ccco3)c(=O)c2c1
  i	i	i	i	i	i	i	i	i	i	2.1

Next part.
The line under a structure holds: MrgX1 ag	TRPC4 potent	TRPC6 activator	ANO1 block	TRPC6 inhibitor	TRPC4 act	MrgX1 allo act	TRPC4 block	MrgX1 antagonist	ANO1 activ	SKKanGAS inh
CC(=O)NCCC(=O)Nc1cc(S(=O)(=O)N2CCOCC2)ccc1Oc1ccccc1
  i	i	i	i	i	i	i	i	i	i	-2.8
Cn1c(C(=O)N2CCOCC2)cc2c(=O)n3ccccc3nc21
  i	i	i	i	i	i	i	i	i	i	0.9
COc1ccccc1CCN=C(N)NS(=O)(=O)c1ccccc1F
  i	i	i	i	i	i	i	i	i	i	-7.7
O=C(/C=C/c1ccco1)NC(=S)Nc1ccccc1O
  i	i	i	i	i	i	i	i	i	i	-2.8
c1ccc2c(c1)[nH]c1c(NCC3CCCO3)ncnc12 (stereo not given)
  i	i	i	i	i	i	i	i	i	i	1.2
O=C(N/N=C/c1ccc2c(c1)OCO2)c1ccc2c(c1)OCCO2
  i	i	i	i	i	i	i	i	i	i	0.1
CC(C)(C)c1nc2ccccc2c(=O)n1N1C(=O)c2ccccc2C1=O
  i	x	x	i	x	x	i	x	i	i	x
O=S(=O)(NCc1ccccc1F)NCc1ccccc1F
  i	i	i	i	i	i	i	i	i	i	19.2
CN(C)c1cccc(C(=O)OCC(=O)N(C)c2ccccc2)c1
  i	i	i	i	i	i	i	i	i	i	3.1
NS(=O)(=O)c1ccc(NC(=O)COC(=O)/C(=C/c2cccs2)c2cccs2)cc1
  i	i	i	i	i	i	i	i	i	i	8.3
